Rac1 act GTP bind: human Rac1 activated mutant GTP binding change | GST-Rac1 activated beads, fluorescent GTP binding, flow cytometry; actives lie on both sides; 100% means binding = to untreated wells | percent activity (GTP binding), % at 10 µM | 190,000 tested, 0.11% active;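 active means GTP binding at least 20 percentage points away from the 100% baseline, in either direction, so actives lie on both sides; inconclusive means Compound likely fluorescent itself, or too few beads counted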
Mcl1 Bid PPI: disrupts binding of human Mcl-1 to Bid peptide; Q07820; TR-FRET Mcl-1/Bid-Dy647 peptide binding, 1536-well; inhibition, % at 21.7 µM; AID 1021; 220,000 tested, 0.97% active;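 active means compounds that cut the binding signal by more than half at the single screening dose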;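 further: His-tagged Mcl-1 with europium anti-His antibody binding Bid BH3 peptide; 0% = Mcl-1 plus peptide wells and 100% = peptide-only wells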
Bim-Mcl-1: disrupts Bim peptide binding to human Mcl-1; inhibition, % at 10 µM; Q07820; Bead-based flow cytometry, Bim peptide-Mcl-1 binding; 190,000 tested, 0.1% active; AID 1009; in the data active means inhibition above about 40%;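 further: 0% = no compound tracer wells and 100% = peptide blocker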
HRas wt GTP bind: changes GTP binding to wildtype human HRas; P01112; GTP binding activity, % at 10 µM; 190,000 tested, 0.14% active; GST-Ras wt beads, Bodipy-FL-GTP binding, flow cytometry; actives lie on both sides;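 active means GTP binding activity at least 20% away from the 100% baseline, either lowered as inhibitor or raised as activator; inconclusive means flagged as likely green fluorescent, judged across all proteins in the well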;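 further: 0% = unlabeled GTP competition control and 100% = no-compound control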
Target sequence (P01112 whole entry, looked up): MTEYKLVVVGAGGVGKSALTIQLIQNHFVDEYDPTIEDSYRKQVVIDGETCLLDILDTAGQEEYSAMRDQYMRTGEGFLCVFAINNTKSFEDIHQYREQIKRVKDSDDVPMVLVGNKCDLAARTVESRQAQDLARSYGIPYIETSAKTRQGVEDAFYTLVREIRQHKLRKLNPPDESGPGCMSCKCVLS
Rac1 wt GTP bind: alters GTP binding to wildtype human Rac1 | P63000 | GST-Rac1 beads, fluorescent GTP binding, flow cytometry; actives lie on both sides; 0 = cold GTP competed, 100 = untreated | GTP binding activity (% of control), % at 10 µM | 190,000 tested, 0.27% active | AID 757;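 active means GTP binding activity at least 20 points away from the 100% control level, either lower or higher; inconclusive means compound flagged as likely green fluorescent, judged across all proteins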
Pf gametocyte: inhibitors of late stage P. falciparum gametocyte viability. inhibition, % at 10.9 µM. 150,000 tested, 0.065% active. P. falciparum stage V gametocytes, ATP luminescence, 24 h;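 active means inhibition above the mean plus 3 SD of compounds within the control limits, set per campaign, cut at about 38% in these data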;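 further: 0% = DMSO wells and 100% = medium only without gametocytes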
Mcl1 Noxa PPI: Mcl-1/Noxa interaction inhibition; Q07820; TR-FRET Mcl-1/Noxa peptide binding, 2 h; inhibition, % at 21.7 µM; 220,000 tested, 1.5% active; AID 1022;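 active means compounds that cut the protein-peptide binding signal by more than 50% relative to plate controls in a single-dose test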;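 further: His-tagged Mcl-1 with rhodamine Noxa BH3 peptide and terbium anti-His antibody; 0% = Mcl-1 plus Noxa peptide wells and 100% = peptide-only wells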
Rab2A wt mod: changes GTP binding to wildtype dog Rab2A, up or down; P61105; GST-Rab2 wt beads, Bodipy-GTP binding, flow cytometry; GTP binding activity, % at 10 µM; 190,000 tested, 0.19% active; AID 760;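 active means GTP binding activity at least 20 points away from 100%, either lowered or raised; inconclusive means signal likely due to the compound's own green fluorescence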;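 further: 0% = beads with excess unlabeled GTP and 100% = no-compound control corrected for plate trend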
Cdc42 wt GTP: modulators (inhibitors or activators) of GTP binding to human Cdc42 wildtype; P60953; GST-Cdc42 beads, Bodipy-GTP binding, flow cytometry; actives lie on both sides; percent activity (GTP binding), % at 10 µM; 190,000 tested, 0.2% active;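 active means percent activity GTP binding at least 20 points away from the 100% baseline, either down as inhibitor or up as activator; inconclusive means compound flagged as likely green fluorescent from well-wide comparison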;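 further: median bead fluorescence of bound Bodipy-FL-GTP at 100 nM; 0% = excess unlabeled GTP control and 100% = no compound control; below 100% means less GTP binding so inhibitor and above means activator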
Target sequence (P60953 whole entry, looked up): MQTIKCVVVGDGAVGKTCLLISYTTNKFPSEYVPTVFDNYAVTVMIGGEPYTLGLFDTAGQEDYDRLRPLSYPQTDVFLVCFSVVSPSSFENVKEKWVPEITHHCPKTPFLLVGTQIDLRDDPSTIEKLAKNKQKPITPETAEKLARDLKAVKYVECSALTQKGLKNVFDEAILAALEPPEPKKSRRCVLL
RGS8-Gao reg: modulates binding of RGS8 to human Galphao. P09471. multiplexed bead flow cytometry; actives lie on both sides. response (percent of control binding), % at 10 µM. 220,000 tested, 0.34% active. AID 1423; in the data active means response below about 60% or above about 140%; inactive means in between;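 further: Galphao activated as the GDP aluminium fluoride complex binding bead-coupled RGS8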
Target sequence (P09471 whole entry, looked up): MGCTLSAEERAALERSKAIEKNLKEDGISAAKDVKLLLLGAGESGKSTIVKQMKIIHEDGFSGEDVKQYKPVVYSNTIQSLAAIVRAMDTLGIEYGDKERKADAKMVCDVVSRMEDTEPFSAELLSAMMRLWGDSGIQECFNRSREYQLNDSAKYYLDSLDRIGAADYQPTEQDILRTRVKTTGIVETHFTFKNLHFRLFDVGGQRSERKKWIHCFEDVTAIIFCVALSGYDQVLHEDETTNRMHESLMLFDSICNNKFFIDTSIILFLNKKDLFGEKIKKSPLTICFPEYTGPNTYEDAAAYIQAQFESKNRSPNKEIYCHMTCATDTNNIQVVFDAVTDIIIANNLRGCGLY
Rab7 wt modul: alters GTP binding to wildtype dog Rab7. AID 758. GST-Rab7 beads, fluorescent GTP binding, flow cytometry; actives lie on both sides; untreated = 100%, excess cold GTP = 0%. GTP binding activity (percent of control), % at 10 µM. 190,000 tested, 0.055% active;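 active means fluorescent GTP binding to Rab7 beads changed by at least 20 points from the 100% baseline, either direction, mostly lower; inconclusive means compound itself probably fluorescent, or too few beads counted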;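 further: median green fluorescence of bound Bodipy-FL-GTP per Rab7 bead population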
Starred values were filed as active, the others as inactive; ? = inconclusive; nt = not tested or not shown; [ ] = dose if it differs, or a comment.

#	Structure	Rac1 act GTP bind	Mcl1 Bid PPI	Bim-Mcl-1	HRas wt GTP bind	Rac1 wt GTP bind	Pf gametocyte	Mcl1 Noxa PPI	Rab2A wt mod	Cdc42 wt GTP	RGS8-Gao reg	Rab7 wt modul
1	CC(Oc1ccc(Cl)cc1Cl)C(=O)Nc1ccncc1 (stereo unspecified)	98	11	-2	99	98	nt	28	97	99	105	98
2	Cc1c(N(C(=O)c2cnccn2)C2(C(=O)NC3CCCC3)CCCCC2)c(=O)n(-c2ccccc2)n1C	95	-15	0	100	100	nt	22	98	98	103	99
3	CCC(=O)NC(=S)Nc1cccc(C(C)=O)c1	100	-16	0	98	96	-30	-19	101	98	98	101
4	COc1cccc(-c2csc(N3CCN(C(=O)NC45CC6CC(CC(C6)C4)C5)CC3)n2)c1	96	-40	-13	99	102	nt	5	97	98	104	100
5	CC1(C)Cc2c(C#N)c(NC3CCCCC3)nc(-c3ccco3)c2CO1	94	-11	0	96	96	nt	30	96	95	100	97
6	O=C1CSc2ccccc2N1Cc1ccccc1F	98	0	13	105	103	nt	3	99	100	93	102
7	Cc1ccc(S(=O)(=O)N(C)C)cc1NC(=S)Nc1ccc2[nH]c(=O)[nH]c2c1	94	-26	0	95	100	-19	9	94	94	99	97
8	COc1ccc(-c2ccc(SCC(=O)Nc3nccs3)nn2)cc1OC	94	-2	0	94	95	-2	3	92	93	97	93
9	Cc1cccnc1NC(=O)C1CCCN(S(=O)(=O)c2ccc3c(c2)oc(=O)n3C)C1 (stereo unspecified)	99	-8	-7	101	101	nt	8	103	101	142*[activator]	101
10	Cc1onc(-c2ccccc2)c1-c1n[nH]c(=S)n1-c1ccc(C(=O)O)cc1	100	-96	4	102	102	nt	8	102	100	96	99
11	Cc1onc(-c2ccccc2)c1C(=O)N[C@@H]1C(=O)N2[C@@H]1SC(C)(C)[C@@H]2C(=O)O	98	-6	-1	99	102	nt	6	99	100	124	103
12	Cc1ccc(-n2c(SCn3nnc4ccccc4c3=O)nnc2-c2cccnc2)c(C)c1	97	-8	-6	100	99	-3	20	101	99	101	99
13	CCCCOc1ccc(C(=O)N/C(=C/C=C/c2ccccc2)C(=O)N2CCOCC2)cc1	100	-7	5	102	102	nt	5	101	102	94	101
14	CC1CCN(S(=O)(=O)c2ccc3ncn(CC(=O)N(C)C4CCCCC4)c(=O)c3c2)CC1	95	-39	0	99	101	nt	7	98	97	104	102
15	CCCCCCCCCC(=O)NNC(=O)c1c(O)c2ccccc2n(CCC)c1=O	91	-32	0	98	92	-14	-35	101	92	97	99
16	CC(C)CCNC1=NCCCCC1	101	0	0	102	103	nt	-34	103	103	100	98
17	CCC(C)(C(=O)NC1CCCC1)N(C(=O)Cc1cccs1)c1c(C)n(C)n(-c2ccccc2)c1=O (stereo unspecified)	90	-48	-1	99	97	4	-5	103	92	101	107
18	COc1ccccc1C(=O)NCC(=O)Nc1cccnc1	95	-26	-2	97	100	nt	9	97	97	100	99
19	CC(c1nnnn1C(C)(C)C)N(Cc1cccnc1)Cc1ccccc1Cl (stereo unspecified)	?	1	-4	?	?	nt	13	?	?	95	?
20	CC(C)NC(=O)c1ccc2c(c1)nnn2C	97	-6	-1	101	102	2	9	99	99	102	99
21	COc1ccc(N2CCN(C(=O)C3COc4ccccc4O3)CC2)cc1 (stereo unspecified)	97	-38	0	99	99	nt	15	98	100	101	98
22	Cc1cc(Nc2ncc(Cl)cc2Cl)n(-c2ccccc2)n1	101	-6	-3	102	104	-3	10	99	102	138	101
23	C#CCOCCOCCOCCNc1nc(N2CCN(C(=O)[C@H](CCCCN)n3cc([C@@H](N)CC(C)C)nn3)CC2)nc(N2CCN(C(=O)[C@H](Cc3cc4ccccc4[nH]3)n3cc([C@@H](N)Cc4ccc(O)cc4)nn3)CC2)n1	100	60*	1	98	98	nt	37	99	97	108	94
24	Cc1ccc(C(=O)NNC(=O)c2cc3cc4ccccc4nc3s2)cc1	99	-27	-1	109	103	11	7	107	110	99	112
25	Cn1c(SCc2nnc(-c3ccccc3)o2)nc2ccccc21	100	-30	-3	100	102	-5	-6	103	101	102	106
26	CN(C)/C=N/C(=S)Nc1ccccc1Cl	98	-48	-3	98	101	-5	3	98	99	100	97
27	CC1CCN(S(=O)(=O)c2ccc(NC(=O)CCN3C(=O)c4ccccc4C3=O)cc2)CC1	98	14	0	100	100	nt	8	98	100	102	97
28	Cc1ccc(S(=O)(=O)N2CCN(C(=O)CSC3CCCC3)CC2)c(C)c1	96	-8	-3	101	103	nt	-16	99	100	102	102
29	CCOC(=O)C1CCCN(C(=O)Nc2ccccc2)C1 (stereo unspecified)	100	3	-1	100	102	-24	2	100	103	101	99
30	COc1cc(C=O)ccc1OCC(=O)N1CCCC1	97	-32	1	104	99	-14	-6	101	97	96	108

Carrying on.
#	Structure	Rac1 act GTP bind	Mcl1 Bid PPI	Bim-Mcl-1	HRas wt GTP bind	Rac1 wt GTP bind	Pf gametocyte	Mcl1 Noxa PPI	Rab2A wt mod	Cdc42 wt GTP	RGS8-Gao reg	Rab7 wt modul
31	Cc1ccccc1C(=O)Nc1ccc(N2CCN(C)CC2)nc1	97	-15	0	96	97	-27	-18	94	98	108	96
32	COCCN1C(=O)C(O)=C(C(=O)c2cccs2)C1c1ccccc1 (stereo unspecified)	98	-87	-2	100	100	-17	11	99	101	100	100
33	CC(=O)Nc1ccccc1OCc1nnc(-c2ccc(Cl)cc2)o1	94	11	0	96	99	0	17	100	98	104	102
34	O=C(CNc1ccc2ccccc2c1)N/N=C/c1ccc(C(=O)O)cc1	95	-21	0	101	100	0	41	98	100	102	104
35	CCCCN(CCCC)C(=O)C1CC=CCC1C(=O)O (stereo unspecified)	95	-4	0	96	97	-30	-18	97	96	100	105
36	CCCN1CNC(=S)N(c2cccc(C)c2C)C1	101	-64	0	103	102	nt	-4	103	104	92	99
37	Cc1cc([N+](=O)[O-])c(C(C)(C)C)cc1N	97	-45	-1	98	106	3	-1	96	99	102	97
38	CCOc1ccc(NC(=O)CSc2n[nH]c(N)n2)c([N+](=O)[O-])c1	101	-22	-3	100	102	13	23	100	100	106	99
39	Cn1c(-c2ccccc2)cc(=O)c2ccccc21	98	-28	-2	104	103	nt	-13	103	100	100	103
40	CCOC(=O)CCSCC(=O)Nc1nnc(C)s1	101	-6	-3	102	105	nt	-2	104	104	105	98
41	C=CCn1c(SCc2ccccc2)nc2scc(-c3ccc(C)o3)c2c1=O	88	-16	0	94	93	nt	5	90	94	98	92
42	CN1[C@@H]2CC[C@H]1CC(OC(=O)C(CO)c1ccccc1)C2 (stereo partly specified)	98	-2	0	97	101	nt	13	98	101	97	96
43	O=C(COc1ccccc1)Nc1ccccc1Oc1ccccc1	100	-3	-4	101	105	2	-6	100	100	103	100
44	Cc1ccsc1/C=N/n1c(-c2ccncc2)n[nH]c1=S	101	-71	0	101	100	nt	24	100	102	97	102
45	CN(CCOc1ccccc1)CC(=O)Nc1ccc(Cl)cc1[N+](=O)[O-]	91	13	-1	93	95	-15	22	93	94	100	99
46	O=C1N=C(c2ccccc2)S/C1=C\c1cccs1	95	-28	-8	95	94	nt	72*	93	93	87	92
47	Cc1cc(NC(=O)CSc2nncn2-c2ccccc2)no1	98	-28	1	98	97	4	1	97	96	96	97
48	COc1ccc2c(CC(=O)NCc3cccs3)coc2c1	96	-30	-3	98	100	15	12	99	98	99	99
49	COC(=O)c1ccc(CSc2nncn2N)cc1	95	-30	2	101	96	-14	11	97	95	99	104
50	CCn1c(=NC(=O)c2ccc(S(=O)(=O)N3CCOCC3)cc2)sc2cccc(OC)c21	101	-42	-6	99	107	20	-53	100	102	93	99
51	c1ccc(-c2noc(CN3CCN(c4cnccn4)CC3)n2)cc1	94	-47	0	95	96	nt	-9	97	98	101	96
52	N#Cc1cccc(-n2nnnc2-c2ccc3c(c2)OCO3)c1	96	-8	1	100	99	nt	6	98	100	97	99
53	Cc1ccc(O)c(C2=Nc3ccccc3N=C(c3ccc([N+](=O)[O-])cc3)C2)c1	98	1	-5	98	101	-48	-6	98	100	103	99
54	CCOc1ccc(C(CCc2ccccc2)NC(=O)c2ccccc2OC)cc1OCC (stereo unspecified)	101	0	0	102	107	nt	6	102	105	103	100
55	NC(=O)CSc1nc2ccccc2n1Cc1ccccc1	99	-2	-2	100	104	7	5	99	100	104	103
56	Cc1cccc(-c2nsc(SCC(=O)c3ccc(Cl)cc3)n2)c1	96	-73	-3	96	96	5	3	95	95	102	98
57	Brc1ccc2[nH]ncc2c1	100	-1	-2	100	101	nt	-8	99	100	100	101

Random draw from the library; 2.9% or so of the library scored in one or more.
